# EphA4 KYL inhibition: EphA4 ligand-binding antagonists – biochemical, colorimetric, mouse EphA4, primary screen (AID 689). EphA4-AP binding to KYL peptide, pNPP A405; higher % means a stronger effect. one-dose inhibition, % at 10 µM; IC50 in µM for titrated hits. 62,000 compounds, 0.1% hits; in the data active = a potency from the dose series; inactive = the rest, 99 in 100 with inhibition below about 22%
# Numbers without * were called inactive; & = joins results of further samples. This is a subset (hit frequency here may not be typical).
SMILES,EphA4 KYL inhibition
COc1ccccc1OCCOc1cccc(/C=C2/SC(=S)N(C)C2=O)c1,-15%
CCN(CC)Cc1c(O)c(Cl)cc2c3c(c(=O)oc12)CCCC3,-2%
COC(=O)CSc1cc(C(=O)c2nccn2C)c2ccccc2n1,-5%
CCCC(CCC)C(=O)NNc1cc(=O)c2c(=O)n(C)c(=O)n(C)c2[nH]1,-10%
Cc1onc(-c2ccccc2)c1C(=O)Nc1ccc2c(c1)OCO2,-8%
CCOc1ccc(-c2nc(N)ncc2Oc2cccc(OC)c2)c(O)c1,-2%
Cc1ccc(C2=[N+]([O-])C3(CCCCC/C3=N\NC(N)=S)N(O)C2(C)C)o1 (stereo unspecified),-9%
CCCn1c(C)cc(C(=O)COC(=O)c2c(C)nn(-c3ccccc3)c2C)c1C,-5%
O=C(CSc1nccc(=O)[nH]1)N1c2ccccc2CCc2ccccc21,-8%
O=C1C(Cl)=C(NCC2CCCO2)C(=O)N1c1ccccc1 (stereo unspecified),-2%
O=C1CCCCCC1C1(O)C(=O)Nc2ccc(Br)cc21 (stereo unspecified),-23%
Cc1ccc2c(C)nc(NC3=NCN(CCc4ccccc4)CN3)nc2c1,-4%
COc1ccc(N(CC(=O)Nc2ccc(C(C)C)cc2)S(=O)(=O)c2ccc(C)cc2)c(OC)c1,7%
Cc1nnc(SCC(=O)NCCOc2ccc(Cl)cc2)n1-c1ccccc1,-10%
CC(=O)C1=C(O)C(=O)N(Cc2ccco2)C1c1ccccc1 (stereo unspecified),-3%
Cc1ccccc1OCc1nc(-c2ccc(Br)o2)no1,2%
CC1=C(C(=O)Nc2cc(Cl)ccc2C)C(c2ccc(F)cc2)NC(=O)N1 (stereo unspecified),-5%
COCCn1c(SCC(=O)Nc2ccc(S(=O)(=O)N3CCOCC3)cc2)nc2ccccc21,-2%
O=C(Nc1ccc(N2CCOCC2)cc1)C1(S(=O)(=O)c2ccccc2)CC1,-10%
COC(=O)c1ccc(C2C(C(C)=O)=C(C)Nc3ncnn32)cc1 (stereo unspecified),1%
Cc1noc(C(=O)Nc2sc3c(c2C#N)CCC3)c1Cl,7%
COc1cc(/C=C2\SC(NC(C)=O)=NC2=O)cc(Br)c1OC,-3%
Fc1ccc(CNc2ccc(CNc3ncn[nH]3)cc2)cc1,-5%
CCOC(=O)c1c(NC(=O)c2cccnc2)sc2c1CCCC2,-3%
COc1ccc(OC)c(NC(=O)C2CCCN(S(=O)(=O)c3cccc4cccnc34)C2)c1 (stereo unspecified),-9%
N#C/C(=C\c1cn(-c2ccccc2)nc1-c1cccnc1)c1nnc2n1CCCCC2,-15%
CCOCCCn1c(=S)[nH]c2cc(C(=O)NCCN(CC)CC)ccc2c1=O,-2%
CC1CCN(c2ncnc3c2cnn3-c2ccccc2)CC1,-5%
O=c1c2cc(Cl)ccc2oc2nc3n(c(=O)c12)CCCS3,-13%
O=C(OC1CCN(c2ncc(C(F)(F)F)cc2Cl)CC1)c1ccccc1,-2%
CCCC(=O)NC(=S)Nc1ccccc1C(=O)OC,-13%
Cc1nc2ccc(S(=O)(=O)NC(C(=O)N3CCCCCC3)C(C)C)cc2s1 (stereo unspecified),-4%
CCOC(=O)c1cnc2cc(-c3ccccc3Cl)[nH]n2c1=O,-3%
COc1ccc(S(=O)(=O)N2CCN(C(=O)c3ccc([N+](=O)[O-])cc3)CC2)cc1,1%
Cc1ccc(SCCNC(=S)Nc2cc(C)ccc2C)cc1,-25%
CC1CN(c2ccc([N+](=O)[O-])cc2)CCN1C(=O)c1ccc(F)cc1 (stereo unspecified),22%
Cc1nc(SCc2nnc(-c3ccc(Cl)cc3)o2)c2c3c(sc2n1)CCC3,-2%
Cc1ccc(C(=O)N2CCN(c3ccc(C(F)(F)F)cn3)CC2)cc1,-10%
O=C1c2ccccc2S(=O)(=O)N1CCOc1ccccc1,3%
O=C(Nc1ccc(-c2nc3ccccc3[nH]2)cc1)c1ccc2c(c1)OCO2,-5%
CCOc1ccc(C(=O)Nc2c3c(nn2-c2cccc(C)c2C)CS(=O)C3)cc1 (stereo unspecified),-42%
CC(C)N1C(=O)C(Cc2nc3ccccc3c(=O)n2-c2ccccc2)c2ccccc21 (stereo unspecified),-4%
C/C(CC(=O)Nc1ccc(OCc2ccccc2)cc1)=N\NC(=O)C(=O)Nc1ccc(C)c(Cl)c1,-3%
COc1ccc(C=C2C(=O)c3ccccc3C2=O)c(O)c1,-2%
Cc1sc2nc3ccc(N4CCCCC4)nn3c(=O)c2c1C,13%
Cc1cccc(/C=N/N2CCN(c3ccccc3)CC2)c1,1%
Brc1ccc(OCc2ccccc2)c(CNCc2ccncc2)c1,1%
Cc1ccc(C(=O)NCC2CCCO2)cc1N1CCCC1=O (stereo unspecified),-2%
C/C(N)=C(/C#N)C(=O)COC(=O)CSc1ccccc1,-10%
COc1ccc(S(=O)(=O)N2CCSC2c2ccc(N)cc2)cc1 (stereo unspecified),-6%
CCOC(=O)c1ccc2nc(NC(=O)COC(=O)c3cc4ccccc4o3)sc2c1,1%
O=S(=O)(NCCc1csc(-c2cccnc2)n1)c1ccc(Cl)s1,-36%
O=C1CC(N2CCC(c3nc4ccccc4s3)CC2)C(=O)N1Cc1ccccc1 (stereo unspecified),-5%
O=C1C2C(c3ccc(Br)cc3)OC3(C(=O)c4ccccc4C3=O)C2C(=O)N1c1cccc([N+](=O)[O-])c1 (stereo unspecified),-8%
COc1cccc(/C=C2/C(=O)NN(c3ccc(Br)cc3)C2=O)c1,-6%
COc1ccc(CCNC(=S)Nc2cc(C)ccc2C)cc1,-5%
Cc1ccnc(Nc2nc(-c3cccnc3)cs2)c1,-7%
COc1ccc(OC)c(C2=C/C(=C\c3c(OC)ccc4ccccc34)C(=O)O2)c1,0%
Cc1ccc(N2CN=c3s/c(=C\c4ccccn4)c(=O)n3C2)cc1,-18%
O=C(CSc1ccc(Cl)cc1)Nc1cccc(NC(=O)c2ccco2)c1,-5%

# 2 entries picked at random from those above:
SMILES,EphA4 KYL inhibition
Cc1ccc(N2CN=c3s/c(=C\c4ccccn4)c(=O)n3C2)cc1,-18%
O=S(=O)(NCCc1csc(-c2cccnc2)n1)c1ccc(Cl)s1,-36%

# Remaining list, next part.
SMILES,EphA4 KYL inhibition
CC(C)c1ccc(NC(=S)NCc2cccs2)cc1,1%
Cc1cc(N2C(=O)C(=O)/C(=C(/O)c3ccccc3)C2c2cccs2)no1 (stereo unspecified),-14%
CCOc1ccc(C(=S)NC2CCCCC2)cc1OC,-1%
O=C(NN1CCOCC1)c1cc(-c2cccc(Cl)c2)nc2ccccc12,-10%
COc1ccccc1NC(=O)c1c(Cl)cccc1Cl,3%
COC(=O)c1cccc(NC(=O)NC23CC4CC(CC(C4)C2)C3)c1,8%
O=S(=O)(Cc1ccccc1)NCCOc1ccccc1Cl,6%
Cc1nn2c(c1-c1ccccc1)NC1=C(C(=O)CCC1)C2c1ccccc1 (stereo unspecified),-10%
CCCCC1(C)Nc2ccccc2-c2nc3ccccc3n21 (stereo unspecified),-10%
COc1ccc(CN(C(=O)Cc2cccs2)C(C(=O)NC2CCCC2)c2ccncc2)cc1 (stereo unspecified),0%
CC(C)CC(=O)NS(=O)(=O)c1ccc(NC(=O)c2ccccc2)cc1,-19%
COc1cc(SC#N)ccc1N=Cc1c(C)[nH]n(-c2cccc3ccccc23)c1=O,-2%
CCC1S/C(=C(\C#N)C(N)=O)N(c2ccc(F)cc2)C1=O (stereo unspecified),-3%
Cc1oc(-c2ccc(Cl)cc2)nc1CN1CCCC(C(=O)NCc2ccco2)C1 (stereo unspecified),1%
O=C(CSc1ccc(Cl)cc1)Nc1ccc(N2CCN(C(=O)c3ccc(Cl)cc3)CC2)cc1,-5%
COc1cc(NC(=O)CCCC(=O)OCC(F)(F)C(F)F)nc(OC)n1,-2%
O=C1CCN(C(=O)Nc2ccccc2)N1,-6%
Cc1noc(/C=C/N(C)C)c1S(=O)(=O)N1CCCC(C(=O)NCc2ccco2)C1 (stereo unspecified),-2%
CC1CCCC(C)N1C(=O)Cn1c(SCC(=O)Nc2ccc3c(c2)OCO3)nc2ccccc21 (stereo unspecified),-1%
CCOc1ccc(C(=O)Nc2cccc(-c3cc4ccccc4oc3=O)c2)cc1[N+](=O)[O-],31%
CN(C)C(=O)N1CCN(C(=O)N(C)C)CC1,-3%
NCCc1nnc(SCC(N)=O)o1,-8%
CCc1cccc(CC)c1-n1c(SCc2cc(=O)n3ccsc3n2)nnc1-c1cccnc1,-3%
CCOC(=O)N1CCc2c(sc3c2C(=O)NC(c2ccccc2)N3)C1 (stereo unspecified),-5%
CCCCCOC(=O)C1[C@H]2C(=O)N(CCCOC)C[C@]23C=C[C@H]1O3 (stereo partly specified),-4%
O=C(Nc1scc(-c2ccccc2)c1C(=O)O)c1ccccc1F,-6%
COc1cccc(C(=O)COc2cccc(NC(=O)c3cccc([N+](=O)[O-])c3)c2)c1,-23%
COC(=O)c1ccc(Sc2nnnn2-c2ccccc2)c([N+](=O)[O-])c1,6%
CCC(C)NC(=O)C1c2ccccc2C(=O)N1Cc1ccc(OC)cc1OC (stereo unspecified),-2%
CCc1cccc(CC)c1NC(=O)CN1CC(C)SC1=NC1CCCCC1 (stereo unspecified),-3%
COc1ccc(N2CCN(C(=O)CCN3C(=O)c4ccccc4S3(=O)=O)CC2)cc1,3%
Cc1c(C(=O)NCC2CCCO2)sc2nc(-c3ccccc3)cn12 (stereo unspecified),9%
COc1cc2c(c(O)c1OC)C(=O)C(OC)CCC2 (stereo unspecified),-14%
CCOC(=O)C1CCCN(c2c(NCCN(C)Cc3ccccc3)c(=O)c2=O)C1 (stereo unspecified),-9%
Cc1cccc(C(C)C)c1NC(=O)c1cc2ccccc2oc1=O,-4%
O=C(OCC#CCSc1nnc(-c2cccc3ccccc23)o1)c1ccco1,5%

# In the list so far, these contain bromine:
SMILES,EphA4 KYL inhibition
O=C1CCCCCC1C1(O)C(=O)Nc2ccc(Br)cc21 (stereo unspecified),-23%
Cc1ccccc1OCc1nc(-c2ccc(Br)o2)no1,2%
COc1cc(/C=C2\SC(NC(C)=O)=NC2=O)cc(Br)c1OC,-3%
Brc1ccc(OCc2ccccc2)c(CNCc2ccncc2)c1,1%
O=C1C2C(c3ccc(Br)cc3)OC3(C(=O)c4ccccc4C3=O)C2C(=O)N1c1cccc([N+](=O)[O-])c1 (stereo unspecified),-8%
COc1cccc(/C=C2/C(=O)NN(c3ccc(Br)cc3)C2=O)c1,-6%

# Single entries from above:
# EphA4 KYL inhibition, COc1cccc(C(=O)COc2cccc(NC(=O)c3cccc([N+](=O)[O-])c3)c2)c1 : -23%
# EphA4 KYL inhibition, COc1ccc(N2CCN(C(=O)CCN3C(=O)c4ccccc4S3(=O)=O)CC2)cc1 : 3%

# Continuation:
SMILES,EphA4 KYL inhibition
COC(=O)c1ccc(C2c3c(n[nH]c3C)C(=O)N2c2ccc(C)cc2)cc1 (stereo unspecified),-1%
Cc1c(C(=O)O)sc2nc(C)n(C)c(=O)c12,3%
CCn1c(SCC(=O)N2CCCC(C)C2)nnc1-c1ccc(S(=O)(=O)N2CCN(C)CC2)cc1 (stereo unspecified),-4%
COc1cccc(OC)c1OCCNC(C)(C)C,-10%
CC(C)(C)OC(=O)N1CCC[C@H]1c1nnc(SC/C=C/c2ccccc2)o1,3%
O=C(Nc1ccc2nc(SCc3ccc(Cl)cc3)sc2c1)c1ccccc1C(=O)N1CCOCC1,-5%
C/C(CC1CC(COCCC(C)C)OC1=O)=N\NC(N)=S (stereo unspecified),-8%
Cc1ccc(-n2ncc3c(=O)n(CC(=O)NCC4CCCO4)cnc32)cc1 (stereo unspecified),-7%
C=CCNC(=O)c1ccc(-c2cccc(Cl)c2)o1,-15%
COc1cccc(CN2CCCN(S(=O)(=O)c3ccc(Br)cc3)CC2)c1,-10%
CC(=O)c1cc(CN2C(=O)c3ccccc3C2=O)cs1,-11%
C1CCN(c2nc(N3CCCC3)nc(N3CCNCC3)n2)C1,-4%
CCCC(=O)Oc1cc2c(C(=O)OCC)c(C)n(C)c2c2ccccc12,13%
Cc1cc(O)c(C(=O)c2ccccc2C(=O)O)cc1C,11%
CC1CN(C(=O)C(C)N2C(=O)c3ccccc3C2=O)CC(C)O1 (stereo unspecified),-1%
CCOc1cc2c(C#N)c(N3CCOCC3)nc(N)c2c(N)n1,-11%
COCCOC(=O)C1=C(C)NC(C)=C(C(=O)OCCOC)C1c1cn(-c2ccccc2)nc1-c1ccc(F)cc1,-8%
CN1C(=O)C(O)(C2OC(C)(C)CCC2=O)c2ccccc21 (stereo unspecified),-12%
Cc1csc(NC(=O)CSc2nnc(C)n2Cc2ccco2)n1,-4%
COc1cc2c(cc1OC)CN(C(=S)Nc1ccccc1)CC2,0%
COc1ccccc1NC(=O)CSC(N)=O,-8%&-9%
COc1ccc(Cn2c(C3CC3)nc3ccc(NC(C)=O)cc3c2=O)cc1,2%
CCN(CC)S(=O)(=O)c1cccc(NC(=O)Nc2cccc(C(F)(F)F)c2)c1,4%
Cc1ccc(S(=O)(=O)NC(C)C(=O)Nc2ccccc2C(=O)N2CCCC2)cc1 (stereo unspecified),5%

# A second format for part of the listing above:
SMILES: CCOc1cc2c(C#N)c(N3CCOCC3)nc(N)c2c(N)n1
  EphA4 KYL inhibition: -11%

SMILES: COc1cc2c(cc1OC)CN(C(=S)Nc1ccccc1)CC2
  EphA4 KYL inhibition: 0%

SMILES: CN1C(=O)C(O)(C2OC(C)(C)CCC2=O)c2ccccc21 (stereo unspecified)
  EphA4 KYL inhibition: -12%

SMILES: COc1ccc(Cn2c(C3CC3)nc3ccc(NC(C)=O)cc3c2=O)cc1
  EphA4 KYL inhibition: 2%

# Next part
SMILES,EphA4 KYL inhibition
CCC(=O)Nc1ccccc1Nc1cc(C#N)c(C#N)cc1[N+](=O)[O-],-8%
CC(C)(C)NC(=O)/C(=C/c1ccco1)c1ccccc1,-9%
CCN(CCN(C)C)C(=O)Cn1ncc2c1-c1cc(C)ccc1OC2,2%
CCOC(=O)c1cc(S(=O)(=O)NC2CCN(C(=O)OCC)CC2)cn1C,-12%

# Screening results as filed in PubChem BioAssay.
